# PKA-R2B act = activators of PKA-R2B holoenzyme, primary screen, biochemical, fluorescence polarization, Cy5-IP20, human | cAMP-dependent protein kinase catalytic subunit beta (Homo sapiens) + cAMP-dependent … | PKA-R2B holoenzyme dissociation; R2B truncated from residue 108, S112A mutant; 0% DMSO only, 100% 113 µM cGMP | activation, % at 11.4 µM | 340,000 compounds, 0.079% hits | AID 504700, 2011;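 active = activation above a cutoff set at the mean over all compounds plus 3 SD, cut at about 18% in these data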;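 also: higher means more holoenzyme dissociation and a rise in polarization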
# AddAB inh = growth inhibition of E. coli expressing H. pylori AddAB, primary screen, AddAB inhibitor project, absorbance. inhibition, % at 11.9 µM. 330,000 compounds, 0.29% hits; in the data active = inhibition above about 12%;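 also: 0% = vehicle wells of infected cells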
# PKA-R1A activ = activators of PKA-R1A holoenzyme, primary screen, biochemical, fluorescence polarization, Cy5-IP20, bovine R1A, mouse PKAc; cAMP-dependent protein kinase type I-alpha regulatory subunit (Bos taurus) + …; 340,000 compounds, 0.083% hits; activation, % at 11.4 µM; PKA-R1A dissociation; scaled: DMSO 0%, 113 µM cGMP 100%;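 active = percent activation above the mean of all tested compounds plus 3 SD, cut at about 19% in these data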;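 also: higher means more PKAc released from R1A so a rise in polarization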
# Ecoli viability = E. coli V3065 growth inhibition, primary screen, counter-screen for AddAB inhibitor project, absorbance, OD600. 18 h. inhibition, % at 11.9 µM. 330,000 compounds, 0.27% hits. AID 449728, 2010;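 active = inhibition above the campaign's mean inhibition across all tested compounds plus 3 SD, cut at about 9.9% in these data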;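 also: uninfected addAB+ strain grown without phage in ampicillin broth; 0% = DMSO wells and 100% = ciprofloxacin 0.95 µg/ml wells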
# SUMO Mot1 rescue = yeast Mot1-301 growth rescue at high temperature, primary screen, SUMOylation pathway inhibitor project, S. cerevisiae, ATP luminescence, 38.5C. S. cerevisiae Mot1-301 growth rescue; percent above DMSO median, 100 means doubled. growth rescue, % at 18.8 µM. 320,000 compounds, 1% hits;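 active = every valid replicate shows activation above 250% relative to neutral control wells; inactive = the rest, any valid replicate at or below 250%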;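 also: OY570 slx delta 5 strain wells were the positive control but not used for scaling; some compounds called inactive have numbers as strong as hits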
# phage Ecoli inh = growth loss of phage-infected E. coli, primary screen, RecBCD inhibitor project, absorbance, with phage, HTS | inhibition, % at 11.9 µM | 360,000 compounds, 0.26% hits; in the data active = inhibition above about 11%
# DAGLB inh = DAGLB lipase inhibitors, primary screen, biochemical, fluorescence, HTS | HEK293T DAGLB membrane lysate, EnzChek fluorogenic substrate | inhibition, % at 5.17 µM | 340,000 compounds, 0.059% hits; in the data active = inhibition above about 34%;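 also: 0% = enzyme with vehicle and 100% = wells lacking enzyme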
# Target sequence (Q8NCG7 whole entry, looked up): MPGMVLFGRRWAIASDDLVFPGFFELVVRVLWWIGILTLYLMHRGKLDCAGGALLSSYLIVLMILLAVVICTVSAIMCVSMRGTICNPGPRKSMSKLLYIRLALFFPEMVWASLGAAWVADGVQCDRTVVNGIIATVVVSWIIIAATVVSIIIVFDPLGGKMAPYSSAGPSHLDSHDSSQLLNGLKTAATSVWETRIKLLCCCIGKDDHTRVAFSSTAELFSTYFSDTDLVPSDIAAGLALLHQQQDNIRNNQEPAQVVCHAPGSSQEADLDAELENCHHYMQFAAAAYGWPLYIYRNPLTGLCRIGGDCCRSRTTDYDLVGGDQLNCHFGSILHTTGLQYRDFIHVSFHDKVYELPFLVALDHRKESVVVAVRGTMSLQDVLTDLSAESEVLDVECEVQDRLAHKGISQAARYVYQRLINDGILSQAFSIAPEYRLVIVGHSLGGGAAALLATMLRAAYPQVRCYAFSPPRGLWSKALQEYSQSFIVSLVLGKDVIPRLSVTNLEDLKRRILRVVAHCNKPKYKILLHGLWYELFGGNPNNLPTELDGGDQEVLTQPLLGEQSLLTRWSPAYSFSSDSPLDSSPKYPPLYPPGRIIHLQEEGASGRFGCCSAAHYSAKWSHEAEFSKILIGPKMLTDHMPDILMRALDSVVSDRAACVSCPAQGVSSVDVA
# Starred values were filed as active, the others as inactive; · = no result given. Not all compounds are listed; the hit share may differ from the screen's.
[1] CN1C(=O)NC(=O)/C(=C\C=C\c2ccccc2[N+](=O)[O-])C1=O
[2] C[C@H](CO)N1C[C@H](C)[C@H](CN(C)C(=O)Oc2cccc3ccccc23)OCc2cnnn2CCCC1=O
[3] O=C1CC(N2CC2)C(=O)N1c1ccccc1 (stereo unspecified)
[4] COC(=O)C1=C(c2ccc(OCc3ccccc3)cc2)C[C@@H]2CC[C@H]1N2C(=O)NCc1ccc2[nH]ccc2c1
[5] C[C@H]1CN([C@@H](C)CO)C(=O)CCCn2nncc2CO[C@H]1CN(C)C(=O)Oc1cccc2ccccc12
[6] COc1ccc2c(c1)C1(C)CCN(C)CC(C1)C2O (stereo unspecified)
[7] Cc1cc(C)c(S(=O)(=O)N2Cc3ccccc3-n3nncc3C2)c(C)c1
[8] COc1cc(CNCCc2c[nH]c3ccccc23)cc(OC)c1OC

entry no.	1	2	3	4	5	6	7	8
PKA-R2B act	·	-5	-1	9	8	-4	-4	14
AddAB inh	-0.8	·	·	·	·	·	·	·
PKA-R1A activ	·	5	14	-4	-5	3	-5	1
Ecoli viability	0.1	·	·	·	·	·	·	·
SUMO Mot1 rescue	-22	·	·	·	·	·	·	·
phage Ecoli inh	1.7	1.8	3.7	1.0	1.1	4.2	0.4	1.7
DAGLB inh	·	-5	0	0	5	-9	-3	-3

# Next section (four carried over from the part before).
[5] C[C@H]1CN([C@@H](C)CO)C(=O)CCCn2nncc2CO[C@H]1CN(C)C(=O)Oc1cccc2ccccc12
[6] COc1ccc2c(c1)C1(C)CCN(C)CC(C1)C2O (stereo unspecified)
[7] Cc1cc(C)c(S(=O)(=O)N2Cc3ccccc3-n3nncc3C2)c(C)c1
[8] COc1cc(CNCCc2c[nH]c3ccccc23)cc(OC)c1OC
[9] COc1ccc(-n2c(=S)[nH]c3ccc(C)cc3c2=O)cc1
[10] Cc1ccccc1NC(=O)N1Cc2ccccc2-n2nncc2C1
[11] C=CCOC(=O)N1Cc2ccccc2-n2nncc2C1
[12] CC1CN2C(=O)C1(c1ccccc1)C(=O)NC2=S (stereo unspecified)
[13] O=C(/C=C/c1ccccc1)N1Cc2ccccc2-n2nncc2C1
[14] O=C1Nc2ccccc2Oc2ccccc21
[15] CC(=O)O[C@H]1CC[C@]2(C)C3CC[C@@]4(C)C(C[C@@H](O)[C@@H]4O)C3[C@@H](OC(C)=O)C[C@H]2C1 (stereo partly specified)
[16] C[C@H]1CN([C@@H](C)CO)C(=O)CCCn2nncc2CO[C@@H]1CN(C)C(=O)Oc1ccccc1

entry no.	5	6	7	8	9	10	11	12	13	14	15	16
PKA-R2B act	8	-4	-4	14	0	2	-6	-2	-4	0	2	-1
AddAB inh	·	·	·	·	·	·	·	·	·	·	·	·
PKA-R1A activ	-5	3	-5	1	7	-8	-3	1	-4	2	-2	5
Ecoli viability	·	·	·	·	·	·	·	·	·	·	·	·
SUMO Mot1 rescue	·	·	·	·	·	·	·	·	·	·	·	·
phage Ecoli inh	1.1	4.2	0.4	1.7	1.1	2.9	0.9	2.2	1.0	0.8	-0.1	-0.2
DAGLB inh	5	-9	-3	-3	1	0	-2	-2	-2	0	0	-2

[17] O=C(NCC1=C(c2cccc3ccccc23)C[C@@H]2CC[C@H]1N2Cc1ccco1)c1ccncc1
[18] COc1cccc(CN2CCN(c3ccc(F)cc3)CC2)c1OC
[19] COc1ccc(-n2c(-c3ccccc3F)nc3ccccc3c2=O)cc1
[20] O=C(NCC1=C(c2cccc3ccccc23)C[C@@H]2CC[C@H]1N2Cc1ccco1)c1cccnc1
[21] C[C@@H]1CN([C@H](C)CO)C(=O)CCCn2nncc2CO[C@@H]1CN(C)C(=O)Oc1ccccc1
[22] Cc1cccc(OCC(O)CN2CC2)c1 (stereo unspecified)
[23] CS(=O)(=O)c1ccc(C2=C(CNC(=O)c3ccncc3)[C@H]3CC[C@@H](C2)N3Cc2ccccc2)cc1
[24] CC(C)S(=O)(=O)N1Cc2ccccc2-n2nncc2C1

entry no.	17	18	19	20	21	22	23	24
PKA-R2B act	3	-12	2	6	-4	-10	-3	-1
AddAB inh	·	·	·	·	·	·	·	·
PKA-R1A activ	3	2	3	-5	-8	-4	4	-2
Ecoli viability	·	·	·	·	·	·	·	·
SUMO Mot1 rescue	·	·	·	·	·	·	·	·
phage Ecoli inh	-0.7	-3.0	1.9	2.8	0.9	0.8	1.5	2.2
DAGLB inh	-1	-4	-2	0	-1	2	0	-1

# Given tab-delimited: entries from further up
entry	smiles	PKA-R2B act	AddAB inh	PKA-R1A activ	Ecoli viability	SUMO Mot1 rescue	phage Ecoli inh	DAGLB inh
13	O=C(/C=C/c1ccccc1)N1Cc2ccccc2-n2nncc2C1	-4	·	-4	·	·	1.0	-2
14	O=C1Nc2ccccc2Oc2ccccc21	0	·	2	·	·	0.8	0
15	CC(=O)O[C@H]1CC[C@]2(C)C3CC[C@@]4(C)C(C[C@@H](O)[C@@H]4O)C3[C@@H](OC(C)=O)C[C@H]2C1 (stereo partly specified)	2	·	-2	·	·	-0.1	0
16	C[C@H]1CN([C@@H](C)CO)C(=O)CCCn2nncc2CO[C@@H]1CN(C)C(=O)Oc1ccccc1	-1	·	5	·	·	-0.2	-2

# Single records, as listed above. Order of screens: PKA-R2B act, AddAB inh, PKA-R1A activ, Ecoli viability, SUMO Mot1 rescue, phage Ecoli inh, DAGLB inh
# `O=C(NCC1=C(c2cccc3ccccc23)C[C@@H]2CC[C@H]1N2Cc1ccco1)c1cccnc1` in the list: 6, ·, -5, ·, ·, 2.8, 0
# `Cc1cccc(OCC(O)CN2CC2)c1` (stereo unspecified) in the list: -10, ·, -4, ·, ·, 0.8, 2
# `C[C@@H]1CN([C@H](C)CO)C(=O)CCCn2nncc2CO[C@@H]1CN(C)C(=O)Oc1ccccc1` in the list: -4, ·, -8, ·, ·, 0.9, -1

# The listing continues.
[25] O=C(NCC1=C(c2ccc3ccccc3c2)C[C@@H]2CC[C@H]1N2Cc1ccco1)c1nccs1
[26] CC(C)NC1C2CCC(CC2)C1(O)c1ccc(Cl)c(Cl)c1 (stereo unspecified)
[27] CN1C2CNC(=O)CC1C1CCC2C1 (stereo unspecified)
[28] O=c1c2ccccc2nc(CBr)n1-c1ccc(Cl)cc1

entry no.	25	26	27	28
PKA-R2B act	3	2	-3	6
AddAB inh	·	·	·	·
PKA-R1A activ	-8	-9	2	2
Ecoli viability	·	·	·	·
SUMO Mot1 rescue	·	·	·	·
phage Ecoli inh	2.0	-0.6	5.4	1.4
DAGLB inh	2	1	-4	1

# Screens: PubChem BioAssay, several laboratories
